Assay outcomes as filed in PubChem.
14-3-3g Raf: modulators of human 14-3-3 gamma - Raf peptide interaction; 0.19% of 160,000 active; AID 422; inhibition, % at 40 µM; FP, 14-3-3gamma / TMR-pS259-Raf peptide binding; in the data active = inhibition above about 30%;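 note: 0% = protein plus tracer without compound and 100% = blank with tracer alone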
Target sequence (P61981 whole entry, looked up): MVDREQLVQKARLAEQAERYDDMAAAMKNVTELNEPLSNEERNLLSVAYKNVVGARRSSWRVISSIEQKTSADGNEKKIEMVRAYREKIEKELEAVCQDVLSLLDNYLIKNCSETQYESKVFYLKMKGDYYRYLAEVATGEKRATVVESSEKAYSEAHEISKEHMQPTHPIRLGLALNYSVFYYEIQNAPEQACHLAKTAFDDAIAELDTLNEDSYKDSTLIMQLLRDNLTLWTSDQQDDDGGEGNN
An asterisk follows results filed as active; & = joins results of further samples. A portion of the library. The share of hits here may be higher or lower than overall.

14-3-3g Raf | Molecule
-3.4 | CCc1ccc(NC(=O)c2ccc(Br)cc2)cc1
-7.1 | c1cc(-c2noc(CC3CCCCC3)n2)ccn1
2.1 | Cc1ccc(-c2nn(CC(=O)Nc3ccccc3C)c(=O)c3ccccc23)cc1
-6.9 | O=C(NCCc1ccccc1)C1Cc2ccccc2CN1S(=O)(=O)c1cccs1 (stereo not drawn)
-5.1 | COCCCNC(=O)c1cccc(OC)c1OC
-11.5 | COc1ccc(-c2cn3c(C)c(C(=O)NCCN4CCOCC4)sc3n2)cc1
2.6 | COc1ccc(CNc2ccc3c(c2)ncn3C)cc1
-3.9 | Cc1ccc(NC(=O)Nc2sc(NS(=O)(=O)c3ccccc3)nc2C)cc1
1.1 | Cc1ccc(C(=O)CC(c2cccs2)S(=O)(=O)c2ccccc2)cc1 (stereo not drawn)
4.5 | CC(=NCCN1CCOCC1)C1=C(O)c2ccccc2C1=O
-19.3 | COc1cc([N+](=O)[O-])cc(C=Nc2cccc(C(=O)Nc3cccc4ccccc34)c2)c1O
-16.5 | C=CCc1c(C)c(C#N)c2nc3ccccc3n2c1NCc1ccccn1
-3.0 | COc1ccc(C(=O)N2CCN(Cc3ccc(F)cc3)CC2)cc1
-5.7 | COc1cccc(OCc2nnc(SC)n2C)c1
-2.6 | CC1CN(C(=O)c2cccc(S(=O)(=O)N3CCOCC3)c2)CC(C)O1 (stereo not drawn)
-0.7 | CCOC(=O)C1CCN(S(=O)(=O)Cc2ccc(Cl)cc2)CC1
3.1 | O=C(CSc1nnc(COc2ccccc2)n1-c1ccccc1)c1cccc([N+](=O)[O-])c1
2.5&-1.3 | N#CCCCSc1nnnn1-c1cccc(Cl)c1
4.7 | CCNC(=O)c1sc(=S)n(CC)c1N
-4.5 | COc1ccc(C2=NN(C(=O)c3ccncc3)C(O)(C(F)(F)F)C2)cc1 (stereo not drawn)
-5.0&-9.8 | O=C(NCCCN1CCN(c2ccccc2F)CC1)C1CCC(=O)N1C1CCCC1 (stereo not drawn)
3.0 | COc1cc2c(cc1OC)C(COc1ccc([N+](=O)[O-])cc1)N(C(=O)Nc1cccc(Cl)c1)CC2 (stereo not drawn)
1.9 | O=C1c2ccc([N+](=O)[O-])cc2S(=O)N1Cc1ccccc1 (stereo not drawn)
-4.1 | Cc1cc(Cl)c(S(=O)(=O)Nc2ccccn2)cc1OCC(N)=O
-18.5 | O=C1CC(N(Cc2ccc3c(c2)OCO3)C(=O)c2ccc(Cl)cc2)C(=O)N1c1ccc(Br)cc1 (stereo not drawn)
1.9 | CC(=O)Nc1ccc(C(=O)CSc2n[nH]c(-c3ccncc3)n2)cc1
-31.3 | Cn1c(=O)[nH]sc1=NC(=Nc1ccccc1)c1ccccc1
-5.8 | CC1CC(C)CN(S(=O)(=O)c2ccc(C(=O)Nc3nc4ccc(Br)cc4s3)cc2)C1 (stereo not drawn)
-0.7 | Cc1ccc(Cn2c(=S)[nH]c3ccccc3c2=O)cc1
38.4* | COc1ccc(C(=O)Oc2ccc(C(C)=O)cc2)c(OC)c1

Retrieved one by one from the entries so far (two):
14-3-3g Raf | Molecule
-18.5 | O=C1CC(N(Cc2ccc3c(c2)OCO3)C(=O)c2ccc(Cl)cc2)C(=O)N1c1ccc(Br)cc1 (stereo not drawn)
-5.0&-9.8 | O=C(NCCCN1CCN(c2ccccc2F)CC1)C1CCC(=O)N1C1CCCC1 (stereo not drawn)

(listing goes on)
14-3-3g Raf | Molecule
4.4 | O=C(CCc1ccccc1)N1CCCN(C(=O)CCc2ccccc2)CC1
4.8 | CCC(C)c1ccccc1OCC(O)CN1CCN(c2cc(Cl)ccc2C)CC1 (stereo not drawn)
1.4 | Cc1cccc(Oc2cc(C)nc3ccc(C)cc23)c1
-4.7 | COC(=O)c1c(-c2cccs2)csc1NC(=O)c1cccnc1
1.0 | CCCCC(=O)Nc1c2c(nn1-c1ccc(OC)cc1)CS(=O)(=O)C2
-7.2 | Cc1nc(-c2ccccc2)sc1C(=O)O
-3.4 | O=C(Sc1cccc2cccnc12)c1ccc([N+](=O)[O-])cc1
-34.3 | Cc1ccc(-c2nnc(Nc3cccc(Br)c3)c3ccccc23)cc1S(=O)(=O)NCC1CCCO1 (stereo not drawn)
-7.9 | O=C(Nc1ccccc1Sc1ccccc1)C1CCCCC1
-8.0 | Cc1ccc(-c2cc3nc(C)cc(C(F)(F)F)n3n2)cc1
4.2 | COc1ccc(Cl)cc1NC(=O)COC(=O)CCNC(C)=O
-0.1 | Cc1ccc(-n2c(-c3ccc(Br)cc3)cn3c4c(=O)n(C)c(=O)n(C)c4nc23)cc1C
-8.0 | COc1ccc(C2(C(=O)NCC3(c4ccccc4)CCCOC3)CCOCC2)cc1OC (stereo not drawn)
-7.0 | COc1cccc(CC(NC(C)=O)C(=O)NC2CCN(c3nc(C)cc(C)c3C#N)CC2)c1OC (stereo not drawn)
3.3 | COc1ccccc1N1CCN(C(=O)c2cc3cc(Br)ccc3oc2=O)CC1
-2.7 | Cc1ccc(-n2nc3c(c2NC(=O)C(C)C)CS(=O)(=O)C3)cc1
-2.8 | CN(C(=O)c1ccccc1)c1cccc(N)c1
-19.3 | COc1ccc(NS(=O)(=O)c2ccc(N=Cc3ccc([N+](=O)[O-])cc3)cc2)nn1
4.8 | O=C(c1ccc[nH]c1=S)N1CCC(Cc2ccccc2)CC1
-0.9 | O=C1CN(C(=O)c2ccco2)C(c2ccccc2)c2cc(Br)ccc2N1 (stereo not drawn)
-5.8 | Brc1ccc(C=Nc2nc3c(s2)CCCC3)cc1
-1.1 | Cc1c(/C(O)=C2/C(=O)C(=O)N(CCN3CCOCC3)C2c2cccs2)cnn1-c1ccccc1 (stereo not drawn)
-5.1 | CC(C)NC(=O)CN(CCc1ccccc1)S(C)(=O)=O
-138.3 | COc1ccc(NC(=O)c2c(NCc3ccc(N(C)C)cc3)sc3c2CCCC3)cc1
-7.2 | CCOc1ccc(NC(=O)c2nnn(-c3cc(C)cc(C)c3)c2N)cc1
-2.2 | COc1ccc2ccccc2c1CN1CCN(C(=O)c2ccccc2)CC1
1.0 | CCOc1ccc(C2=CC(c3cccc(OC)c3OC)n3nnnc3N2)cc1Cl (stereo not drawn)
-6.4 | CCOc1ccc(NC(=O)CSc2nnnn2CC(=O)O)cc1
0.9&-6.0 | Cc1csc2c(=O)n3c(nc12)CCCCC3
6.3 | CC(C)C1C(C#N)=C(N)Oc2n[nH]c(-c3ccccc3)c21 (stereo not drawn)
5.8 | O=C(CCn1c(=O)[nH]c2ccccc2c1=O)NCC1COc2ccccc2O1 (stereo not drawn)
-0.2 | CCCOc1ccc(C2C(C(=O)c3ccc(C)o3)=C(O)C(=O)N2Cc2cccnc2)cc1 (stereo not drawn)
-0.6&-0.7 | COc1ccccc1OCCSc1nnnn1-c1ccc(C)cc1
-2.9 | Cc1ccc(P(=O)(CC(=O)O)c2ccc(C)cc2)cc1
8.6 | COc1ccc(S(=O)(=O)N(CC(=O)N2CCN(C)CC2)c2ccccc2)cc1OC
6.8 | O=C(CN1CCOCC1)N1CCc2ccccc2C(c2ccccc2)C1 (stereo not drawn)
-1.7 | CC1(C)CC(=O)C2=C(C1)Nc1nc(SCc3ccccc3)[nH]c(=O)c1C2c1ccccc1 (stereo not drawn)
3.0 | NC(=O)c1cccc(N=c2oc3ccc(Br)cc3cc2C(N)=O)c1
-5.1 | CCOCCn1c(CN(Cc2ccccc2)Cc2ccccc2)nc2c1c(=O)n(C)c(=O)n2C
-7.8 | CCCCOC(=S)SCC(=O)Nc1ccccc1
-21.0 | CCOC(=O)C1CCN(C(=O)c2sc3ncnc(N4CCCCC4)c3c2C)CC1
-3.2 | COc1cccc(CNC(=O)c2ccc(CS(=O)(=O)Cc3ccc(C)cc3)o2)c1
4.6 | Cc1nc(SCC(=O)Nc2ccc(S(N)(=O)=O)cc2)n[nH]1
-4.7 | CCOC(=O)c1sc2nc(C)n(CC(=O)Nc3cccc(Cl)c3)c(=O)c2c1C
-6.8 | O=C(Cn1c(=O)oc2ccccc21)Nc1ccc2c(c1)OCCO2
2.8&6.1 | O=c1c2ccccc2c2ccccc2c(=O)n1CC1CCCO1 (stereo not drawn)
-8.3 | COc1cccc(-c2nnc(SCC(=O)N3CCOCC3)n2-c2ccccc2)c1
-4.7 | O=C(CSc1nn(-c2ccccc2)c(=S)s1)N1CCc2ccccc2C1
-0.5 | O=C(CCS(=O)(=O)c1ccc(Br)cc1)NCCC1=CCCCC1
-2.7&-4.8 | CCOC(=O)C1=C(C)N(C)C(C)=C(C(=O)OCC)C1c1cccnc1

Continuation.
14-3-3g Raf | Molecule
-40.2 | Cc1nn(-c2ccc3ccccc3n2)c2c1C(=O)CC(C)(C)C2
-12.8 | CCCC(=O)Nc1ccc(NC(=O)C2CC2)cn1
-4.9 | COc1ccc(OC)c(C2=NO[C@@H]3C(=O)N(c4cc(Cl)ccc4OC)C(=O)[C@H]23)c1
-9.6 | O=C(Nc1nnc(C2CC2)s1)C1Cc2ccccc2CN1S(=O)(=O)c1cccs1 (stereo not drawn)
-10.7 | COc1ccc(C2C=C(c3ccc(Br)cc3)Nc3nc(N4C(=O)CCC4=O)nn32)cc1 (stereo not drawn)
-16.9 | CC1CCN(C(=O)c2c[nH]c3ccc(S(=O)(=O)N(C)c4ccc(F)cc4)cc3c2=O)CC1
2.2 | COCCNC(=O)C(C)N(c1ccc(Oc2ccccc2)cc1)S(C)(=O)=O (stereo not drawn)
2.0 | CN1CCN(c2nc3c(c(=O)[nH]c(=O)n3C)n2CCSc2nc3ccccc3s2)CC1
-1.5 | Cc1ccc(OC(=O)c2ccc(N3C(=O)C4C5C=CC(C5)C4C3=O)cc2)cc1C (stereo not drawn)
4.2 | O=C(c1ccccc1F)N1CCCc2ccccc21
-6.6 | Cc1cc(C)c(S(=O)(=O)NCc2ccc(C(=O)NCCc3ccc(Cl)cc3)cc2)c(C)c1
0.5 | Cc1c(Cl)cccc1-n1ncnc1-c1ccc(F)cc1
2.5 | O=C(CCS(=O)(=O)c1cccs1)Nc1ccc(C(=O)Nc2ccc(Br)cc2)cc1
1.3&-1.9 | CC1CCN(c2nc3c(c(=O)n(C)c(=O)n3C)n2Cc2ccccc2)CC1
-3.6 | COc1ccc(-n2c(=O)c3ccccc3n(CC(=O)NCc3ccc(C)cc3)c2=O)c(OC)c1
0.7 | Cc1onc(-c2c(Cl)cccc2Cl)c1C(=O)NCCCN1CCOCC1
-1.2 | COc1cc2c(cc1OC)C(COc1ccc(C(C)C)cc1)N(C(=O)Nc1ccccc1)CC2 (stereo not drawn)
6.7 | Cc1ccc(C(=O)Nc2ccc(S(=O)(=O)N3CCc4ccccc43)cc2)o1
-16.9 | c1cc2c3c(cccc3c1)NC(c1ccncc1)N2
-11.9 | Cc1nn(CC(=O)O)c(C)c1C

Reprinted from the part before: three compounds, then new ones.
14-3-3g Raf | Molecule
6.7 | Cc1ccc(C(=O)Nc2ccc(S(=O)(=O)N3CCc4ccccc43)cc2)o1
-16.9 | c1cc2c3c(cccc3c1)NC(c1ccncc1)N2
-11.9 | Cc1nn(CC(=O)O)c(C)c1C
-8.3 | Cc1c(-c2nc(-c3ccc(NC(=O)c4cccc(Cl)c4)cc3)no2)cccc1[N+](=O)[O-]
0.6 | COCc1nnc(SCC(=O)Nc2cccc(Cl)c2C)n1-c1ccccc1
-2.0 | O=C(O)c1cc2cc(OCc3ccccc3)ccc2[nH]1
-14.8 | Cc1cc(C(=O)N2CCN(c3ncccn3)CC2)cs1
-42.9 | CC(C)c1ccc(NC(=O)CSc2nc3ccc(NC(=O)c4ccccc4)cc3s2)cc1
-12.3 | N#Cc1cccn1Cc1ccccc1Br
-1.9 | CCc1cccc(C)c1NC(=O)CSc1nnnn1-c1ccc(C(=O)OC)cc1
-7.0 | O=C(O)c1ccc(C2SCC(=O)N2Cc2ccccc2)cc1 (stereo not drawn)
-6.3 | Cc1ccccc1NC(=O)Cn1c(=O)n(C2CCCC2)c(=O)c2ccccc21
4.2 | O=C(NCc1ccco1)c1cc2nc(-c3ccccc3)cc(C(F)(F)F)n2n1
-4.2 | COc1cccc(-c2nc(NC(C)(C)C)c3ccccc3n2)c1O
3.7 | CC(NC(=O)COc1ccccc1)C1COc2ccccc2O1 (stereo not drawn)
-2.2 | COC(=O)c1ccccc1NC(=O)CN(c1cccc(C)c1C)S(C)(=O)=O
-4.6 | CCOC(=O)c1cccc(NC(=O)c2cc(-c3cccs3)nc3ccccc23)c1
-2.6 | CCOC(=O)c1cnc(SCC(=O)Nc2ccc(NC(C)=O)c(OC)c2)nc1N
-15.2&-2.0 | CCOC(=O)C12CNC(=O)C(C(=O)OCC)(CNC1=O)C2
3.9 | COc1ccc(Cn2nnnc2C(c2cc(OC)ccc2OC)N2CCC(C(N)=O)CC2)cc1 (stereo not drawn)
1.0 | O=C1CCCC2=C1C(c1ccccc1Cl)n1ncnc1N2 (stereo not drawn)
-7.1 | Cc1cc([N+](=O)[O-])nn1CC(=O)NC(C)c1ccccc1 (stereo not drawn)
-6.5 | CCOc1cc(C2C(C(=O)OCCc3ccccc3)=C(C)NC3=C2C(=O)CC(C)(C)C3)cc(Br)c1O (stereo not drawn)
-5.2 | Cc1nn(S(=O)(=O)c2cccs2)c(C)c1Sc1ccccc1
-2.7 | O=C(NC1CCCC1)C(c1cccs1)N(Cc1ccco1)C(=O)Cn1nnc(-c2cccs2)n1 (stereo not drawn)
-4.9 | Cc1ccc(C2C3=C(Nc4ncnn42)c2ccccc2OC3c2ccc(Br)cc2)cc1 (stereo not drawn)
0.0 | Cc1ccccc1CSCC(=O)NCCc1ccc(Cl)cc1
3.6 | COc1ccccc1-c1c(C)oc2c(CN3CCN(C)CC3)c(O)ccc2c1=O
-5.9 | N#CCc1ccc(NC(=O)Cc2ccc(Cl)cc2)cc1
-8.3&1.5 | COc1cccc(NC(=O)CN2CCN(S(=O)(=O)c3ccc(C(C)C)cc3)CC2)c1
0.2 | CC1CCCCN1C(=O)c1cc2nc(-c3cccs3)cc(C(F)(F)Cl)n2n1 (stereo not drawn)
-4.0 | Cc1ccc(Cl)cc1N1CCN(C(=O)CCCC2=NS(=O)(=O)c3ccccc3N2)CC1

14-3-3g Raf, hit marks shown above
14-3-3g Raf | Molecule
38.4* | COc1ccc(C(=O)Oc2ccc(C(C)=O)cc2)c(OC)c1
